Screens deposited in PubChem BioAssay by several laboratories.
CHT PAM: allosteric activators of human choline transporter CHT. CHT-expressing cells, membrane potential dye, choline EC20; active compounds read high; LV-AA mutant CHT in HEK293 cells. Q9GZV3. 310,000 compounds, 0.49% hits. B-score at 10 µM;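 active = initial fluorescence not abnormally high and integrated response B-score, plate-corrected, over 3 SD above library mean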
Target sequence (Q9GZV3 whole entry, looked up): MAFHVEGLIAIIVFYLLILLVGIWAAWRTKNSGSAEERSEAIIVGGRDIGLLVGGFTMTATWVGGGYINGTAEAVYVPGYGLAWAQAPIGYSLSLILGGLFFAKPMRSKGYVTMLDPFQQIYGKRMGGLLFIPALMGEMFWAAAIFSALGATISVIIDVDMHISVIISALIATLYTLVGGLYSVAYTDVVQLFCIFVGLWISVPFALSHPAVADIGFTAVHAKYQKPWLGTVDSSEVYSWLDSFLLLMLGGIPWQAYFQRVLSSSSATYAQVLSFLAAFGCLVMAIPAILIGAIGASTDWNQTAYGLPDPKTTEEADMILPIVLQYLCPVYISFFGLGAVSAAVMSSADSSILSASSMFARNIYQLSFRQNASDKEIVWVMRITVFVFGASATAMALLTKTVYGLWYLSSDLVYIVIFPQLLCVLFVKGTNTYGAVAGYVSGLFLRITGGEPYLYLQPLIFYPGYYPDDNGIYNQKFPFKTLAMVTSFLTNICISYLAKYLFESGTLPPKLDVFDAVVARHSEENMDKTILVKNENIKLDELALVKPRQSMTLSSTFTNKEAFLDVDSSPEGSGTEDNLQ
OX1R antagonist: antagonists of human orexin 1 receptor. O43613. CHO/OX1R cells, Fluo-8 calcium fluorescence, orexin A. inhibition, % at 5 µM. 330,000 compounds, 0.43% hits. AID 434989;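 active = inhibition above its plate's threshold, mean inhibition of all tested compounds on the plate plus 3 SD, cut at about 37% in these data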;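 also: 0% = orexin A challenge wells and 100% = SB-334867-A antagonist wells; not every result past the cut was called active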
Target sequence (O43613 whole entry, looked up): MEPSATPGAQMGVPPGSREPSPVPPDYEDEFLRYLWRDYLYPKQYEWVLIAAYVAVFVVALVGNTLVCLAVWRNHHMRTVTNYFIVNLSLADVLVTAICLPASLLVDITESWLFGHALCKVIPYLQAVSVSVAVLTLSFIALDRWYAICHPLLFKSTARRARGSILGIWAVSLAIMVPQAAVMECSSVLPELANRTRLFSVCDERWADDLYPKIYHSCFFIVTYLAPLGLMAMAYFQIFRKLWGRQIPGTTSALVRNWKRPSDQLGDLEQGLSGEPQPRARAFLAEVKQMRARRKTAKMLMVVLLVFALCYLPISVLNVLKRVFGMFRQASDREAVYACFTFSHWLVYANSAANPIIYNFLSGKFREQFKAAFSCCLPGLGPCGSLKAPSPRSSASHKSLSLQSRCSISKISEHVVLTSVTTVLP
An asterisk follows results filed as active; i = inactive; / = not tested or not shown.

smiles	CHT PAM	OX1R antagonist
O=C(c1cc(-c2ccccc2)nn1CC1CC(c2cccnc2)=NO1)N1CCOCC1 (configuration not stated)	i	-9
O=C1CC(N2CCC(c3nc4ccccc4[nH]3)CC2)C(=O)N1c1cccc(F)c1 (configuration not stated)	i	-7
Cn1c(=O)n(CC(=O)N2CCOCC2)c2ccccc21	i	-9
Cc1cc(C)nc(SCC(=O)Oc2ccc3oc(=O)cc(C)c3c2)n1	i	-6
CCn1c(SCC(=O)NC2CCCC2)nnc1-c1cccnc1	i	3
COc1nc(-c2ccccc2)cc(-c2ccc3c(c2)OCO3)c1C#N	i	-7
CCN(CC)S(=O)(=O)c1ccc(Cl)c(NC(C)=O)c1	i	-14
CCOc1ccc(C(=O)Nc2cccc(C(C)=O)c2)cc1[N+](=O)[O-]	i	-24
C=CCSc1nnc(CCCCCN2C(=O)c3cccc4cccc(c34)C2=O)o1	i	-39
O=C(Nc1cccc(C(F)(F)F)c1)c1cccnc1N1CCCC1	i	-26
O=C(CN1C(=O)NC2(CCCc3ccccc32)C1=O)N1CCCCC1 (configuration not stated)	i	-7
COC(=O)c1ccc(NC(=O)CSc2nc(N)c(NC(=O)c3ccc(Br)o3)c(=O)[nH]2)cc1	i	-1
CC(C)(C)OC(=O)NCCCCCNC(=O)c1nc[nH]c1C(=O)N1CCc2ccccc2C1	/	10
O=S1(=O)N=C(N2CCOCC2)c2ccccc21	i	-8
Cc1cccc(NCC(=O)N/N=C/c2ccc(Br)cc2)c1	i	-8
CC(=O)Nc1cccc(OCC(=O)NS(=O)(=O)c2ccc(Cl)cc2)c1	i	-9
O=C(Cn1nc(Cc2cccnc2)c2ccccc2c1=O)NCCCN1CCCC1=O	i	5
COc1ccc(-c2nc(CS(=O)CC(=O)NCc3ccco3)c(C)o2)cc1OC (configuration not stated)	i	-8
COc1cc2c(cc1OC)CN(C(=O)COc1ccccc1C#N)CC2	i	/
N#Cc1ccc(-c2csc(NC(=O)c3ccc(S(=O)(=O)N4CCc5ccccc5C4)cc3)n2)cc1	i	-2
Cc1ccc(-c2cc(C(=O)N/N=C/c3c(C)nn(C)c3C)c3ccccc3n2)c(C)c1	i	-32
Cc1cc(=O)oc2cc(OCC(=O)N/N=C/c3ccccc3[N+](=O)[O-])ccc12	i	-42
Cn1nc(C(F)(F)F)c(-c2ccc(F)cc2)c1NC(=O)CSCC(=O)O	i	4
C#Cc1ccc([C@@H]2C=C(C(=O)NCc3nc4ccccc4[nH]3)O[C@H](OCC)[C@H]2CCCO)cc1	i	-15
CCC1CCCCN1CCCNC(=O)CS(=O)(=O)Cc1nc(-c2cccc(OC)c2)oc1C (configuration not stated)	i	-24
CCCCn1nnnc1NCc1ccc(OC)c(OC)c1	i	-10
Cc1ccc(NC(=O)C[n+]2cc(-c3ccccc3)n3c2CCC3)c(C)c1	i	-22
COc1ccc(CN2C(=NC(=O)COc3ccccc3)SC3CS(=O)(=O)CC32)cc1 (configuration not stated)	i	-26
COc1ccc(-c2csc3nc(C)n(-n4cccc4)c(=O)c23)cc1OC	i	-6
Cc1cc(=O)oc2cc(NC(=O)C3CC(=O)N(Cc4ccccc4)C3)ccc12 (configuration not stated)	i	-4

Of the compounds above, these have a nitro group on carbon.
smiles	CHT PAM	OX1R antagonist
CCOc1ccc(C(=O)Nc2cccc(C(C)=O)c2)cc1[N+](=O)[O-]	i	-24
Cc1cc(=O)oc2cc(OCC(=O)N/N=C/c3ccccc3[N+](=O)[O-])ccc12	i	-42

New compounds follow:
smiles	CHT PAM	OX1R antagonist
Cc1nc2nc(C)c(NS(=O)(=O)c3ccc4c(c3)CCCC4)c(=O)n2[nH]1	i	0
Cc1nn(-c2ccc(F)cc2)c(Cl)c1/C=C1\C(=O)Nc2ccccc21	i	-19
Cc1ccc(S(=O)(=O)Nc2nc3cc(C)c(C)cc3[nH]2)cc1	i	-2
Cc1ccc(N(C(=O)c2ccc(S(=O)(=O)N(C)C)cc2)C2C=CS(=O)(=O)C2)cc1 (configuration not stated)	i	-9
c1ccc(N2CCN(c3nc4cc5c(cc4s3)OCCO5)CC2)cc1	i	-6
O=c1nc(-c2ccccc2Cl)c2cc(F)ccc2[nH]1	i	-7
Cn1c(SCC(=O)N2CCCc3ccccc32)nnc1-c1c[nH]c2ccccc12	i	-19
COCCn1c(C)cc(C(=O)COC(=O)c2ccc([N+](=O)[O-])o2)c1C	i	-10
COc1ccc(N(CC(=O)Nc2cccc(C)c2)S(=O)(=O)c2c(C)noc2C)cc1	i	3
CC1CCCC(NC(=O)Nc2cccs2)C1C (configuration not stated)	i	-22
CC(NC(=O)C1CCN(c2nnc(-n3cccc3)s2)CC1)C12CC3CC(CC(C3)C1)C2 (configuration not stated)	i	-3
COc1ccc(NC(=O)C2CCN(Cc3cnn(-c4ccccc4)c3-n3cccc3)CC2)cc1OC	i	-15
O=c1c2ccccc2nc(-c2ccco2)n1/N=C/c1ccccc1O	i	-30
Cc1ccc(C(=O)N[C@@H](C)CN2C3=NC[C@H](C(C)C)N3C[C@H]2Cc2ccc(O)cc2)cc1Br	i	-5
CCn1c(C(C)NC(C)=O)nc2ccccc21 (configuration not stated)	i	-9
CCc1nnc(NC(=O)CN2CCN(c3ccccc3F)CC2)s1	i	-13
O=[N+]([O-])c1ccc(-c2nc(-c3ccncc3)no2)cc1	i	-4
OCC1(Cc2ccc(Cl)cc2)CCN(CCCc2ccccc2)CC1	i	-35
COc1ccccc1NC(=O)C1=C(C)Nc2nc(-c3ccc(N(C)C)cc3)nn2C1c1ccncc1 (configuration not stated)	i	-29
Cn1c(SCc2ccc(C(=O)Nc3nccs3)cc2)nnc1-c1ccccc1	i	-40
Cc1ccc(S(=O)(=O)CC(N)=O)cc1	i	-7
COCCNC(=O)CN1CCC(n2c(C)nc3cc(C(F)(F)F)ccc32)CC1	i	-30
CCCCN(Cc1ccco1)S(=O)(=O)c1c[nH]c(C(=O)OC)c1	i	-20
COc1ccc2nc(SCC(=O)c3c(N)n(C4CC4)c(=O)[nH]c3=O)[nH]c2c1	/	-1
Cc1ccc(C(CCNC(C)c2cccs2)c2ccco2)cc1 (configuration not stated)	i	-34
Fc1ccccc1COc1cccc2cccnc12	i	-8
COc1ccc(N2CCN(C(=O)c3cc4c(s3)-c3ccccc3OC4)CC2)cc1	i	5
CS(=O)(=O)c1ccc2nc(NC(=O)c3cccc(Cl)c3)sc2c1	i	-4
COc1ccc(C(=O)Cn2c(Br)nc3c2c(=O)n(C)c(=O)n3C)cc1	i	-10
CCN1CCN(C(=S)c2ccc(-c3ccccc3)cc2)CC1	i	-30
CCC(CC)COC(=O)C1=C(C)NC(=O)NC1c1ccc(OC)cc1 (configuration not stated)	i	-41
Cc1cc(NC(=O)CSc2nc3ccccc3n2CC(=O)N2CCC(C)CC2)no1	i	-18
O=C(Nc1cccc(S(=O)(=O)N2CCCCC2)c1)C1CCC1	i	-24
O=C(c1ccc2c(Cl)c3c(nc2c1)CCCC3)N1CCN(c2ccc(F)cc2)CC1	i	-52
O=C(O)C1C2C=CC(C2)C1C(=O)N1CCN(C/C=C/c2ccccc2)CC1 (configuration not stated)	i	-20
COc1ccccc1C(=O)NC(=S)Nc1cc(C(=O)O)ccc1C	i	-14
CC(C)(C)NC(=O)NC(=O)CN1C(=O)NC(C)(c2ccccc2)C1=O (configuration not stated)	i	-29
COC(=O)c1ccc2c(c1)S(=O)(=O)NC(=NCCCN1CCOCC1)S2	i	3
Cc1ccc2c(c1)c(C)c(C)n2CC(O)Cn1nnc2ccccc21 (configuration not stated)	i	-22
COC(=O)c1ccc(NC(=O)CSC2=NC(=O)C(c3ccccc3)C(=O)N2)cc1 (configuration not stated)	i	-4
Cc1nc(Cl)c(S(N)(=O)=O)c(C)c1Cl	i	-11
Cc1ccc(C(=O)NNC(=O)c2ccc(NS(=O)(=O)c3cccs3)cc2)s1	i	-5
O=C(NNC(=O)C1C2CCC(C2)C1C(=O)O)c1cccc(Cl)c1 (configuration not stated)	i	-21
COc1ccccc1N1CCN(C(=O)/C=C/c2ccc(C)cc2)CC1	i	-9
O=C(c1ccc(O)cc1)c1ccc(Cl)cc1	i	7
Cc1ccc(/C=C/C(=O)OCC(=O)NCCN2C(=O)CSC2=O)cc1	i	-24
NC(N)=NS(=O)(=O)c1ccc(N/C=C\C(=O)c2ccncc2)cc1	i	-21
COc1ccc(N(CC(=O)Nc2c(C)n(C)n(-c3ccccc3)c2=O)S(=O)(=O)c2ccc(C)cc2)cc1	i	-18
CC(=O)Nc1ccc(SC[C@H](Cc2ccccc2)N2CC[C@@H](O)CCC2=O)cc1	/	12
CCOC(=O)CSc1nnc(CNc2ccccc2Cl)n1-c1ccccc1	i	-8
COc1ccc(-n2cc(CNCCCn3ccnc3)c(-c3ccccc3Cl)n2)cc1	i	-35
Cc1ccc(N2CC(c3nc4ccccc4n3C)CC2=O)cc1 (configuration not stated)	i	-3
COc1cccc(CN(C)C(=O)c2cccc(S(=O)(=O)N3CCN(c4ccc(F)cc4)CC3)c2)c1OC	i	13
CCN(CC)C(=O)Cn1c(=O)n(-c2ccc(CC(=O)NCc3ccccc3)cc2)c(=O)c2sccc21	i	-4
Cc1ccccc1OCC(=O)Nc1ccc(C(=O)Nc2ccccc2C(=O)O)cc1	i	-20
Cc1cc(C)c(N=C2SCC(=O)N2Cc2ccco2)c(C)c1	i	-25
N=c1c(C(=O)NCc2ccco2)cc2c(=O)n3ccccc3nc2n1C1CCCC1	i	-18
COc1ccc(C2=NN(C(=O)c3ccccc3C(=O)O)C(c3ccccc3O)C2)cc1 (configuration not stated)	i	-15
CCc1nnc(NC(=O)CCC(=O)N2CCN(c3cccc(Cl)c3)CC2)s1	i	-26
CCOC(=O)c1ccc(NC2OC(=O)c3ccccc32)cc1 (configuration not stated)	i	-13

Entries of single compounds from above:
Entry for `Cc1ccc2c(c1)c(C)c(C)n2CC(O)Cn1nnc2ccccc21` (configuration not stated) : CHT PAM = i; OX1R antagonist = -22
Entry for `COc1cccc(CN(C)C(=O)c2cccc(S(=O)(=O)N3CCN(c4ccc(F)cc4)CC3)c2)c1OC` : CHT PAM = i; OX1R antagonist = 13

Part of the list above in order of length of the SMILES, ascending:
smiles	CHT PAM	OX1R antagonist
Cc1ccc(N2CC(c3nc4ccccc4n3C)CC2=O)cc1 (configuration not stated)	i	-3
Cc1ccccc1OCC(=O)Nc1ccc(C(=O)Nc2ccccc2C(=O)O)cc1	i	-20
COc1ccc(C2=NN(C(=O)c3ccccc3C(=O)O)C(c3ccccc3O)C2)cc1 (configuration not stated)	i	-15

(cont.)
smiles	CHT PAM	OX1R antagonist
CC(=O)Nc1ccc(-c2nn[nH]n2)cc1	i	-10
CC(=O)/C(N=Nc1c(C)n(C)n(-c2ccccc2)c1=O)=C(\C)O	i	-4
O=C(CCOc1ccccc1)Nc1ccc([N+](=O)[O-])cc1	i	-10
CCOC(=O)C1CCN(S(=O)(=O)c2ccc3c(c2)CCN3C(C)=O)CC1	i	-3
O=C(NCC(c1cccs1)N1CCOCC1)c1cnc(Cl)c(Cl)c1 (configuration not stated)	/	-30
COc1ccc(OCCCC(=O)OCC(=O)Nc2sccc2C(N)=O)cc1	i	12
COc1cc(OC)c(NC(=O)c2sc3ncn(CC(=O)N4CCOCC4)c(=O)c3c2C)cc1Cl	i	-8
C=CCN(CC=C)C(=O)c1ccc(OC2CCN(C(C)=O)CC2)c(OC)c1	i	-16
O=C(Nc1ccccc1NC(=O)c1c(F)c(F)c(F)c(F)c1F)c1c(F)c(F)c(F)c(F)c1F	i	3
C[C@@H](C(=O)NC1CCCC1)N1C(=O)N2CCc3c([nH]c4ccccc34)[C@@]2(C)C1=O	i	-9
CCC(=O)N1CCN(c2ccc(NC(=O)c3cccs3)cc2)CC1	i	0
C[C@@H]1CN(C(=O)c2nc3ccc(Cl)cn3c2CNCC[C@@H]2C[C@@H]3C=C[C@H]2C3)C[C@H](C)O1	i	-34
OC(c1ccc(Cl)cc1)c1nccc2ccccc12 (configuration not stated)	i	-24
COc1ccc2ccccc2c1/C=N/NC(=O)c1cccc(C)c1	i	-14
CC(=O)NCCn1ccc2ccccc21	i	-14
Cc1ccc(Cn2ncc3c(NCCCN(C)C)ncnc32)cc1	i	-17
COc1ccc(-c2c[n+]3c4n2CCCCC4=C(c2ccc(Br)cc2)C3)cc1	i	-30
Cc1cccc(NC(=O)c2cc[n+]([O-])cc2)c1C	i	-1
Cc1nn(-c2ccccc2)c(C)c1NC(=O)COC(=O)c1ccc(O)cc1O	i	/
c1ccc(-c2ccccc2OCCCN2CCOCC2)cc1	i	-12
CCOc1ccc(N/C=C/C(=O)c2ccccc2)c([N+](=O)[O-])c1	i	-33
O=C(CSC1=NCCS1)Nc1ccccc1F	i	-2
CCOC(=O)N1CCN(C(=O)c2cccc(OC)c2OC)CC1	i	-12
CSCCC(=O)N1CCCC(N2CCN(c3cccc(C(F)(F)F)c3)CC2)C1 (configuration not stated)	i	-23
CC1CCC2(CC1)NC(=O)N(CC(=O)Nc1cccc(C#N)c1)C2=O (configuration not stated)	/	4
CCc1ccc(OCC(=O)NC2CCCCC2)c(Br)c1	i	-28
CCN(C(=O)Cn1c(=O)oc2ccccc21)c1c(N)n(Cc2ccccc2)c(=O)[nH]c1=O	/	-12
CCOc1ccc(CN2CCN(CC(O)Cn3c4ccccc4c4ccccc43)CC2)cc1 (configuration not stated)	i	25
O=C(C[n+]1cccc(C(=O)Nc2ccccc2)c1)c1ccc([N+](=O)[O-])cc1	i	4
CC1CC(=S)Nc2ccccc2N1C(=O)Nc1ccccc1 (configuration not stated)	i	-3
